# Assay outcomes: PubChem, several laboratories
# Lipid droplet: hepatic lipid droplet formation modulation; AID 1656; 240,000 tested, 0.4% active; inhibition, % at 6.5 µM; AML12 mouse hepatocytes, oleate lipid droplets, BODIPY imaging;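 active = lipid droplet intensity inhibited by at least 50%, with more than 500 cells counted; inconclusive = wells with under 300 cells, treated as cytotoxic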
#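 Assay system: AML12 hepatocytes (mouse) / Also added: 100 µM oleic acid challenge / Times: overnight treatment with compound plus oleate / Detection: high-content imaging of BODIPY-stained droplets and DAPI nuclei / Evaluation: % inhibition of lipid droplet signal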
# T cell modulator: T cell immune modulators affecting CD8 T cell-vesicle binding; 2C CD8+ T cell-vesicle binding, flow cytometry; stronger effect = lower value; calls only at 7 µM; 330,000 tested, 0.068% active; AID 2052;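 active = response, share of CD8 T cells binding vesicles, and their 90th percentile fluorescence all below set limits, cut at about 80% in these data, passing the limit was not always enough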
#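 Assay system – 2C mouse CD8+ T cells · Also added – QL9-loaded Drosophila micro-vesicles · Timing – Cell–vesicle co-incubation 1.5 h at 37 °C, staining 20 min on ice · Signal – flow cytometry of vesicle-bound cells · Measure – percent CD8+ FL2 mean versus row control · Controls – Peptide-free naked vesicles (low) and QL9 vesicles with 0.7% DMSO vehicle (high)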
# b-catenin transl: modulators of beta-catenin nuclear translocation; HeLa beta-catenin nuclear translocation, immunofluorescence imaging; nuclear translocation activity, % at 5 µM; 190,000 tested, 0.3% active; AID 1665;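 active = nuclear translocation activity above 50% at 5 µM, with a well cell count of 50 or more; inconclusive = wells under 50 cells across six images, flagged as toxic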;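 note: per-cell ratio of nuclear to cytoplasmic median beta-catenin stain intensity; plate controls were DMSO negative control for no effect and GSK-3 inhibitor IX positive control for full effect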
#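 Test system: HeLa cells, endogenous beta-catenin; Compound: single 5 µM dose plus 0.02–20 µM confirmation series; Times: compound exposure 24 h at 37°C; Signal: fluorescence imaging of beta-catenin antibody stain plus DAPI; Read-out: % activation, nuclear-to-cytoplasmic median beta-catenin signal ratio per cell.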
# Insulin prom up: MIN6 insulin promoter up-regulation; MIN6 insulin promoter-GFP reporter, high-content imaging; stronger effect = higher value; z-score at 5 µM; 190,000 tested, 0.3% active; AID 1625;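 active = z-score above 3 at 5 µM with at least 500 cells counted in the well; inconclusive = wells under 500 cells, flagged as cytotoxic or low count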
# TNAP activation fold: stimulation of alkaline phosphatase TNAP activity – biochemical, luminescent, no phosphate acceptor, uHTS, primary screen (AID 1001) | one-dose activation fold at 20 µM; EC50 in µM for titrated hits | 200,000 tested, 0.03% active | purified TNAP, luminescent activation assay, no phosphate acceptor; higher activation fold means a stronger effect; in the data active = activation fold from about 3, or a potency from the dose series; inactive = the rest, 99 in 100 with activation fold below about 1.6; note: many of its hits are not listed in these tables
# Dynein transport: blocks dynein driven cargo transport along microtubules | z-score, hits read low | 3617.4 mouse cells, GR-EGFP nuclear translocation imaging; test concentration mostly 20 µM; stimulated with dexamethasone, 1 µM; stronger effect = lower value | AID 1381 | 220,000 tested, 0.47% active;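 active = plate z-score of nuclear minus cytoplasmic receptor signal below a set negative limit, without overly bright fluorescence or cell loss, cut at about -3.5 in these data, passing the limit was not always enough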;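 note: z-score of nuclear minus cytoplasmic ring GR-EGFP intensity difference per well; some compounds called inactive have numbers as strong as hits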
#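 Buffer or medium: tetracycline-free induction medium containing charcoal-stripped FBS / Reagent: dexamethasone agonist, 1.0 µM final, for 30 min / Technique: automated 10x imaging of fixed Hoechst-stained cells / Times: induction 48 h, compound 1 h, agonist 30 min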
# MT stabilize HCS: stabilizes microtubules in HeLa cells; 200,000 tested, 0.83% active; AID 2205; % tubulin-high responders, % at 10 µM; HeLa tubulin immunostaining HCS, 24 h; share of cells brighter than vehicle mean+2SD;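 active = plate Z-score above 3 for both tubulin-high and condensed-nucleus cell shares, with cell loss under 80%, at 10 µM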;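 note: anti alpha tubulin signal scored within the nucleus-defined area of each cell; some results filed as inactive read as strong as hits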
# human PMI inhibition: MPI enzyme activity inhibition – biochemical, fluorescence intensity, coupled assay, primary screen (AID 1209); 190,000 tested, 0.42% active; purified PMI enzyme, coupled fluorescence intensity; higher % means a stronger effect; inhibition, % at 20 µM; hits with a dose series show IC50 in µM; in the data active = inhibition above about 50%;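 note: plate controls were DMSO vehicle for no effect and wells lacking substrate for full effect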
# Myeloid diff 2: promotes myeloid progenitor differentiation. ER-HoxA9 myeloid progenitors, lysozyme-GFP differentiation, flow cytometry. calls only at 10 µM. 360,000 tested, 1% active. AID 624256;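 active = normalized GFP-positive differentiation at or above the plate's own cutoff, the solvent-only control mean plus 3 SD; inconclusive = no clear call, values can overlap the other calls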;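 note: cells exposed to compound for four days before flow analysis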
# Dynein transport cytoplasmic EGFP: recorded beside Dynein transport, whose call it bears; z-score; measured here: cytoplasmic GR-EGFP intensity; stronger effect = higher value
# Dynein transport nuclear GR-EGFP: also measured in Dynein transport; calls as there; z-score; measured here: nuclear GR-EGFP intensity;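 lower value marks the stronger effect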
# Dynein transport cell count: also measured in Dynein transport; calls as there; z-score; measured here: cell count per field
# Insulin prom up cell count: also measured in Insulin prom up; calls as there; cell count; measured here: cytotoxicity, nuclei count;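 total cells summed across four imaged fields per well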
# Lipid droplet cells 6.5 µM: recorded beside Lipid droplet, whose call it bears; cell count; measured here: cell count, cytotoxicity flag;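 cells counted across two imaged fields per well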
# b-catenin transl cell count 5 µM: further read-out of b-catenin transl, marked with its call; cell count; measured here: cell count, cytotoxicity flag
# T cell modulator vesicle-bound %: further read-out of T cell modulator, marked with its call; double positive events, %; measured here: CD8+ vesicle-bound cell fraction;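 binding gate set so that unloaded-vesicle control wells show 10% double positive cells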
# MT stabilize HCS Hoechst-high %: further read-out of MT stabilize HCS, marked with its call; % Hoechst-high responders; measured here: nuclear condensation Hoechst responders;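 share of cells brighter than vehicle mean plus two SD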
# MT stabilize HCS cytotoxicity %: further read-out of MT stabilize HCS, marked with its call; toxicity, %; measured here: cytotoxicity by cell density;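 0% = mean cell density of plate MIN control wells and 100% = no cells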
# Myeloid diff 2 GFP+ MAC1+ %: recorded beside Myeloid diff 2, whose call it bears; GFP+ MAC1+ double positive, %; measured here: differentiation confirmed by MAC1 staining
# An asterisk follows results filed as active; i = inactive; ? = inconclusive; . = not tested or not shown; + = active, no number.
SMILES,Lipid droplet,Lipid droplet cells 6.5 µM,T cell modulator,T cell modulator vesicle-bound %,b-catenin transl,b-catenin transl cell count 5 µM,Insulin prom up,Insulin prom up cell count,TNAP activation fold,Dynein transport,Dynein transport cytoplasmic EGFP,Dynein transport nuclear GR-EGFP,Dynein transport cell count,MT stabilize HCS,MT stabilize HCS Hoechst-high %,MT stabilize HCS cytotoxicity %,human PMI inhibition,Myeloid diff 2,Myeloid diff 2 GFP+ MAC1+ %
CCn1cc(C(=O)c2cccs2)c2ccccc21,2,732,i,45,.,.,.,.,1,-0.74,-0.15,-0.15,0.72,2.5,2.3,1.2,-2%,i,0.7
CCC[N+]12CCC(CC1)C(=C(c1ccccc1)c1ccccc1)C2,8,653,i,44,1.3,944,-0.47,1063,1.2,-0.0027,-0.25,0.15,-0.25,2.2,1.8,3.7,4%,i,0.8
N#CCN1CCN(c2ccc(C(F)(F)F)cc2)CC1,-2,750,i,4,0.4,599,-0.06,1153,1,-0.53,-0.26,-0.64,0.95,4.1,3.2,8.6,-3%,i,0.6
O=C1NC(c2cccnc2)Nc2sc3c(c21)CCCC3 (configuration not stated),19,798,i,42,-1.2,1214,0.59,1196,1,0.088,-0.23,0.034,-0.35,2.5,2.4,1.8,5%,i,0.6
Cc1ccc(-n2c(O)c(C=NCCN(C)C)c(=O)[nH]c2=O)cc1,.,.,i,48,1.0,491,0.37,1156,1,-0.56,-0.28,0.29,0.94,3.6,1.6,10.0,8%,i,0.2
O=C(Nc1ccc(Cl)cc1C(=O)c1ccccc1)c1ccco1,.,.,i,7,1.6,1304,0.56,1624,1.1,-0.97,-0.32,-0.38,0.55,0.9,1.3,7.2,8%,i,0.7
Cn1ccnc1P(=S)(c1nccn1C)c1nccn1C,.,.,.,.,-0.7,962,-0.35,1362,1.1,-0.9,-0.25,-0.28,1.7,1.8,2.0,5.4,-5%,+,26*
CCCCn1c(O)c(/C=N/NC(=O)c2ccncc2)c(=O)[nH]c1=S,26,712,i,30,1.6,1348,0.82,1390,.,2.3,-0.23,0.91,-1.2,.,.,.,.,i,0.3
CN(C)C(CNC(=O)Cc1c(Cl)cccc1Cl)c1ccccc1 (configuration not stated),-6,704,i,24,-3.6,1094,-0.86,1289,1.1,-0.16,-0.34,0.42,0.12,5.1,3.0,6.0,1%,i,0.4
CC12CN3CC(C)(CN(C1)C31CCSCC1)C2=O,.,.,i,15,.,.,.,.,1,-0.45,-0.2,0.039,0.19,4.8,2.9,7.3,-7%,i,0.8
CN(C)C(=O)Oc1c(Cl)cc(Cl)c2cccnc12,1,656,i,51,0.2,1391,0.36,1528,1.1,-1.2,-0.29,-0.64,0.29,3.8,1.6,6.5,8%,i,0.6
C[N+](C)(C)c1ccccc1,2,658,i,63,-0.4,1054,-0.56,1207,1,-0.39,-0.31,-0.027,0.19,3.9,2.4,0.2,34%,i,1.4
Cn1c(=O)cc(OCC(=O)N2CCN(C3CCCCC3)CC2)c2ccccc21,5,546,i,43,-6.0,1379,-0.34,1857,1.1,0.077,-0.28,0.16,0.22,4.8,2.4,5.6,6%,i,1.6
COc1ccc(/C=C2/C(=O)NC(=O)N(Cc3ccco3)C2=O)cc1,-49,546,i,57,0.7,1329,1.4,1387,1,-0.47,-0.18,-0.041,0.12,1.2,0.7,0.6,-31%,.,.
CN1C(=O)NC(=O)/C(=C/c2ccc([N+](=O)[O-])o2)C1=O,2,751,i,25,0.2,1090,-0.41,1448,.,-0.24,-0.28,-0.52,0.68,.,.,.,.,.,.
CCCCC1C(=O)NC(=S)NC1=O,-2,536,i,57,-0.1,1127,0.43,1511,1.1,-0.27,-0.23,0.025,-0.23,2.6,1.5,9.0,-55%,.,.
CNC(C(=O)c1ccccc1)C(OC(C)C)c1ccc(Cl)cc1 (configuration not stated),.,.,i,50,-0.7,1279,-0.64,1506,1.1,-0.77,0.2,-1.1,0.75,4.7,1.4,6.9,-4%,i,7.0
CCC(=O)Nc1ccc(N2CCN(CC)CC2)c(Cl)c1,.,.,i,47,1.5,1295,-0.05,1650,1.1,-0.48,-0.16,-0.95,-0.53,1.9,1.6,0.6,3%,i,0.9
COP(=O)(CC(=O)O)c1ccccc1 (configuration not stated),-14,707,i,40,-5.1,1210,.,.,1.1,-0.26,-0.18,0.0024,0.7,2.0,2.5,2.0,-6%,i,5.0
O=c1[nH]c2ccccc2o1,2,775,i,34,-1.9,496,0.67,1181,1,1.6,0.03,1.3,-0.48,1.0,1.7,5.5,-8%,i,2.5
C[C@@H]1C(=O)O[C@@H]2[C@H](O)C34[C@@H]5OC(=O)C3(O[C@H]3OC(=O)[C@H](O)C34[C@H](C(C)(C)C)[C@H]5O)[C@@]12O (some centres not stated),1,735,i,36,2.3,479,0.99,841,1.1,0.51,-0.29,0.55,0.086,3.5,1.7,6.5,-2%,i,4.3
CCN1C(=O)C(=C/C=C/c2ccco2)C(=O)N(CC)C1=S,-16,661,i,47,0.9,1065,0.57,1375,1.1,-4.5*,1.1*,-2.6*,-0.3*,3.3,2.5,4.4,18%,i,0.5
CN(C)C(=O)Oc1noc2cc(Cl)ccc12,-14,676,i,39,-0.7,1062,-0.48,1446,.,1.1,-0.18,0.41,-1,.,.,.,.,i,0.3
C=C1C(=O)O[C@@H]2C[C@@H](C)[C@@H]3C=CC(=O)[C@@]3(C)[C@@H](O)[C@H]12,-109,480,i,16,5.3,1022,.,.,.,-3.6*,3.1*,-2.5*,-0.066*,.,.,.,.,?,.
Cc1ccccc1N1C(=O)CC(=O)NC1=O,.,.,i,14,.,.,0.06,1066,1.1,-0.65,-0.27,-0.18,0.63,3.3,1.7,11,-2%,i,0.7
CCCNC(=O)c1c(N)n(Cc2ccc3c(c2)OCO3)c2nc3ccccc3nc12,4,633,i,38,.,.,-0.07,1177,1.1,2.7,0.79,2.2,-2.9,21,2.3,92,30%,i,0.8
CCOCCCn1c(N)c(C(=O)Nc2sc3c(c2C(=O)OC)CCCC3)c2nc3ccccc3nc21,.,.,i,20,6.5,1464,-0.6,906,1.1,-1.2,-0.16,-0.58,0.61,3.2,0.5,7.5,36%,i,3.9
Cc1cc(N2CCCCC2)ccc1C=C1C(=O)N(C)C(=S)N(C)C1=O,-2,666,i,20,.,.,-0.76,1340,1,-2.2,0.017,-0.83,0.32,4.6,1.7,12,8%,i,3.7
Cc1cc(OC(=O)N(C)C)nc(SCc2c(Cl)cccc2Cl)n1,-29,727,i,12,-4.7,1136,-0.55,1507,.,0.45,-0.21,0.22,-1.1,.,.,.,.,i,0.2
Cc1nonc1OCCNc1ccc([N+](=O)[O-])c2cccnc12,1,734,i,25,0.0,569,-0.62,1261,0.9,-0.83,-0.32,-0.63,0.7,4.0,5.0,1.6,1%,i,1.0
COc1ccc(N2C(=O)NC(=O)/C(=C/c3ccc(N4CCOCC4)cc3)C2=O)cc1,0,713,i,48,-4.0,1136,-0.15,1280,1.1,-0.071,-0.22,0.013,0.3,4.2,1.4,0.7,-19%,.,.
CCOC(=O)c1c(N)n(CCCOC(=O)c2ccco2)c2nc3ccccc3nc12,2,767,i,52,-4.5,1237,-1.1,1313,1.1,-0.35,-0.2,0.049,0.74,1.4,1.7,10,6%,i,0.9
Cc1nn(CCC#N)c2c1P(=S)(N1CCCC1)OC(c1ccc(F)cc1)=N2 (configuration not stated),.,.,i,8,-0.3,939,-1.2,1393,1.1,-0.64,-0.059,-0.13,0.71,1.4,1.5,3.3,33%,i,6.0
Cc1nn(-c2ccccc2)c(Cl)c1C1C(C#N)=C(N)Oc2c1c(=O)oc1ccccc21 (configuration not stated),-8,753,i,26,.,.,0.56,1188,1.1,0.72,-0.19,0.5,0.065,3.9,1.1,7.7,16%,i,0.2

# Rewritten as tab-separated lines: 2 of the compounds above
SMILES	Lipid droplet	Lipid droplet cells 6.5 µM	T cell modulator	T cell modulator vesicle-bound %	b-catenin transl	b-catenin transl cell count 5 µM	Insulin prom up	Insulin prom up cell count	TNAP activation fold	Dynein transport	Dynein transport cytoplasmic EGFP	Dynein transport nuclear GR-EGFP	Dynein transport cell count	MT stabilize HCS	MT stabilize HCS Hoechst-high %	MT stabilize HCS cytotoxicity %	human PMI inhibition	Myeloid diff 2	Myeloid diff 2 GFP+ MAC1+ %
C=C1C(=O)O[C@@H]2C[C@@H](C)[C@@H]3C=CC(=O)[C@@]3(C)[C@@H](O)[C@H]12	-109	480	i	16	5.3	1022	.	.	.	-3.6*	3.1*	-2.5*	-0.066*	.	.	.	.	?	.
Cc1cc(N2CCCCC2)ccc1C=C1C(=O)N(C)C(=S)N(C)C1=O	-2	666	i	20	.	.	-0.76	1340	1	-2.2	0.017	-0.83	0.32	4.6	1.7	12	8%	i	3.7

# These rows are one share of the data, so the mix of outcomes need not match the whole.
